Screening results (PubChem BioAssay)
Pf Dd2 inh: Plasmodium falciparum Dd2 growth inhibition; 120,000 compounds, 4.3% hits; P. falciparum Dd2 growth, SYBR Green, 72 h; Potency, µM (top dose mostly 28.9 µM), inactives show at the highest dose activity, negative = inhibition, usual class: inhibitors; active = well fitted inhibition curve with a large enough effect; inconclusive = small, poorly fitted or top-dose-only effect; inactive = no such curve, though single readings can be large or run the other way;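 also: plate controls were DMSO vehicle for no effect and reference drug for full effect; nearly all actives have a fitted effect of over 65% in size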
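Readout: SYBR Green fluorescence, 485 nm excitation, 535 nm emission, after ~16 h lysis at 37C. Before that, Dd2-infected red cells (2.5% hematocrit) grew 72 h with compound, 29 uM top final concentration.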
Active calls of the source: *; i = inactive; ? = inconclusive; [ ] = dose if it differs, or a comment. Potency is read from the fitted curve at half-maximal effect. A portion of the library; the hit share may differ from the screen's.

SMILES,Pf Dd2 inh
CCC(C)NC(=O)CCSc1nc(-c2ccc(OC)cc2)cc(C(F)(F)F)n1 (stereo not drawn),11µM*
CCOc1ccccc1NC(=O)c1c(NC(=O)COc2ccc(Cl)cc2)sc2c1CCCCC2,i
O=C(Cc1ccc(F)cc1)NCCc1csc(-c2ccc(C(F)(F)F)cc2)n1,?
Cc1c(C(=O)Nc2nc(-c3ccc(F)cc3)ns2)oc2ccc(Br)cc12,53%[activator]
CSc1ccc(CCNC(=O)C2CCN(c3ncnc4c3nc3n4CCCCC3)CC2)cc1,-11%
CNC(=O)c1cc(-c2ccccc2F)cc2c1OCCN2Cc1cccnc1,-22%[44.1 µM]
O=C1COc2ccc(N3CCOCC3)nc2CN1Cc1ccccc1F,i
COc1ccccc1-c1nc2c(c(SCc3cc(C)ccc3C)n1)Cc1c(CO)cnc(C)c1O2,?
CC(=O)Nc1nonc1-c1nnc(SCC(=O)Nc2ccc(C)c(Cl)c2)n1C,-16%
O=C(N[C@H]1[C@H](O)[C@H](O)C[C@@H]1c1cccnc1)c1ccccc1,-16%[44.1 µM]

Compounds from the list above with a Cl atom, in the order listed:
SMILES,Pf Dd2 inh
CCOc1ccccc1NC(=O)c1c(NC(=O)COc2ccc(Cl)cc2)sc2c1CCCCC2,i
CC(=O)Nc1nonc1-c1nnc(SCC(=O)Nc2ccc(C)c(Cl)c2)n1C,-16%

Next compounds:
SMILES,Pf Dd2 inh
COc1cccc(CNC(=O)Cn2c(=O)c(-c3noc(C)n3)c3n(c2=O)CCCCC3)c1,15%
CN(CC1(C)CCOCC1)S(=O)(=O)C1CC1,10%
Cc1ccc(C(=O)NC2CCN(c3cc(-c4cccs4)[nH]n3)C2)cc1 (stereo not drawn),i
CCn1nccc1C(=O)N1CCC(CCOc2ccc(F)cc2)C1 (stereo not drawn),-3%
Cc1ccc(-n2nc(C(=O)Nc3ccc(C)c(F)c3)c(=O)n(C)c2=O)cc1,26%
COC(=O)c1ccc(NC(=O)CSc2ccc(-c3cccs3)nn2)cc1,17%
COc1cc(OC)cc(C(=O)Nc2cc(-c3nc4ccccc4[nH]3)ccc2C)c1,?
COC(=O)c1cc(S(=O)(=O)NCC2CCN(Cc3ccc(F)cc3)CC2)cn1C,-10%
O=C(NCc1ccccn1)C1CCc2sc(C(=O)N3CCOCC3)cc2C1 (stereo not drawn),4%
Cc1cccc(CNC(=O)c2ccc(Cn3ccn4nc5c(c4c3=O)CCCC5)cc2)c1,?

Remaining list, next part.
SMILES,Pf Dd2 inh
COc1ccc(CCc2nnc3n2CCCC3)cc1,i
Cc1ccc(C(=O)N2CC(Oc3ccc(F)c(F)c3)C2)cc1,5%
CCc1cccc(C)c1NC(=O)Cn1ccn(-c2ccc(F)cc2)c(=O)c1=O,52%[activator]
CC(C)N1C(=O)CO[C@H](c2ccc(NC(=O)NCc3ccccc3)cc2)[C@H]1CO,-30%[44.1 µM]
COc1cc(/C=C/c2nc(C#N)c(NC3CCCCC3)o2)cc(OC)c1OC,i
COc1ccc(C)cc1NC(=O)Cn1nc(N2CCN(c3ccccc3OC)CC2)ccc1=O,i
CN1CC(=O)N(C2CCCCC2)Cc2c(NC3CC3)ncnc21,-6%
COCCOc1ccc2c(n1)CCN(C(=O)CCc1ccccc1)C2,i
CN1CCCCC1C(=O)NCc1cccnc1Oc1cccc(C(F)(F)F)c1 (stereo not drawn),?
COC[C@H]1NC(=O)CC[C@H]1C(=O)NCCc1ccccc1,5%

Following part
SMILES,Pf Dd2 inh
Cc1cc(NCc2cncn2CC(C)C)n2nc(C)cc2n1,?
COCCn1c(C)cnc1CCN,15%
Cc1ccc2scc(N3CCc4ccccc4C3)c(=O)c2c1,-3%
COc1cccc(Nc2cc3c(cn2)NCCN(Cc2ccccc2)C3)c1,i
CCN(c1ccc2c(c1)OCO2)C1CN(C(=O)OC(C)(C)C)C1,-14%
CCc1cn(C[C@H](NCC(C)(C)C)C(=O)O)c(=O)[nH]c1=O,i
COc1ccc2[nH]c3c(c2c1)CCNC31CCN(C(=O)CN2CCCC2=O)CC1,26%
Cc1ncoc1C(=O)N1CCC(N2C[C@H](O)C[C@H]2C(=O)NC2CCCCC2)CC1,i
COc1ccc(C)cc1NC(=O)Cn1c(-c2ccccc2)nc(C)c(CCO)c1=O,i
COc1ccc(-n2c(=O)c3c(n2Cc2ccccc2)CN(C(=O)c2cccc(O)c2)CC3)cc1,-4%

Retrieved one by one from above:
SMILES,Pf Dd2 inh
COc1ccc(C)cc1NC(=O)Cn1c(-c2ccccc2)nc(C)c(CCO)c1=O,i
CCN(c1ccc2c(c1)OCO2)C1CN(C(=O)OC(C)(C)C)C1,-14%

Next structures.
SMILES,Pf Dd2 inh
Cc1ccn2c(Nc3ccc4c(c3)OCO4)c(-c3ccc(N(C)C)cc3)nc2c1,13µM*
CNc1c(NC(=O)c2cc(OC)cc(OC)c2)c(=O)oc2ccccc12,-16%
Cc1cccc(Cn2c(SCc3ccc(C(=O)NCc4ccccc4F)cc3)nc3cccnc32)c1,-27%
Cn1ccnc1C(O)c1cc2n(n1)CCN(C/C=C/c1ccccc1)C2 (stereo not drawn),-28%
O=C1CN(C(=O)Cc2ccc(F)cc2)C(c2ccccc2)c2cc(Br)ccc2N1 (stereo not drawn),?
Cc1cc(C(=O)N2CCCC(c3nn(C)c(=O)n3Cc3ccccc3)C2)n(C)n1 (stereo not drawn),-7%
CCCOC1CCCN(C(=O)c2ccc3nc(-c4ccc(F)cc4)cn3c2)C1 (stereo not drawn),-18%
O=C1NCCCCCN(Cc2ccccn2)[C@H]2CCC[C@@H]12,i
O=C(Nc1nc2n(n1)C(c1ccc(F)cc1)C=C(c1ccc(Cl)cc1)N2)c1ccco1 (stereo not drawn),8.9µM*
CCCNC(=O)NC[C@@H]1C=C(C)[C@H](Cc2nc3nc(OC)ccc3[nH]2)C[C@H]1C(C)C,10µM*

(continued)
SMILES | Pf Dd2 inh
CCCn1cc(C(=O)NC(C(=O)O)c2ccccc2C(F)(F)F)c(C)n1 (stereo not drawn) | 5%
COc1ccc(OC)c(C2=NOC(C(=O)O)C2)c1 (stereo not drawn) | -15%
CCn1cc(S(=O)(=O)N2CCC3(CC2)CNC(C(=O)O)C3)cn1 (stereo not drawn) | -9%
O=C(CCc1nc2ccc(Cl)cc2[nH]1)N1CCCC(Cc2nc(C3CCOCC3)no2)C1 (stereo not drawn) | ?
Cc1noc([C@@H]2C[C@H](NS(=O)(=O)c3cccs3)CN2C)n1 | 1%[44.1 µM]
O=C(NC1CCCc2c1[nH]c1ccccc21)c1cccnc1 (stereo not drawn) | -15%
O=C(CCC1CCN(C(=O)c2ccccc2)CC1)NCCCN1CCOCC1 | -9%
COc1ccc(OCc2cc(C(=O)N3C[C@H]4CC[C@H]3C4)n[nH]2)c(Cl)c1 | -15%
CSc1ccc(CNC(=O)CCn2ccc3cc(S(=O)(=O)N4CCC(C)CC4)ccc32)cc1 | -6%
CCOC(=O)N1CCN(S(=O)(=O)N2CCCC(C(=O)NCc3cc(OC)ccc3OC)C2)CC1 (stereo not drawn) | 6%
CC1=C(C(=O)Nc2ccc(Cl)cc2)C(C(C)C)n2nc(SCc3cccc(C)c3)nc2N1 (stereo not drawn) | 23%
CC1=Nc2cc(C(=O)NC3CCCCC3)ccc2Sc2ccc(Cl)cc21 | ?
CCCc1nc(C(=O)NCC(C)Cn2nc(C)cc2C(F)(F)F)cs1 (stereo not drawn) | -20%
Cc1ccc(-c2cc(C(=O)N3CCC(c4nc(CCOCC5CC5)no4)C3)[nH]n2)cc1 (stereo not drawn) | -20%
O=C(CCC[C@H]1NC[C@@H]2C[C@H]1CN(Cc1ccccc1)C2)Nc1cccc(F)c1 | ?

The last 3 records of the part before are carried over, then new ones follow:
SMILES | Pf Dd2 inh
CCCc1nc(C(=O)NCC(C)Cn2nc(C)cc2C(F)(F)F)cs1 (stereo not drawn) | -20%
Cc1ccc(-c2cc(C(=O)N3CCC(c4nc(CCOCC5CC5)no4)C3)[nH]n2)cc1 (stereo not drawn) | -20%
O=C(CCC[C@H]1NC[C@@H]2C[C@H]1CN(Cc1ccccc1)C2)Nc1cccc(F)c1 | ?
C[C@H]1CCCN1C(=O)c1nnc(CNc2ccc(OC(F)(F)F)cc2)n1-c1ccccc1 | i
Cc1nc(C2CC(O)C2)cc(N2CC(N3CCOCC3)C2)n1 (stereo not drawn) | -13%
CSc1ncc(Cl)c(C(=O)N(C)c2ccccc2)n1 | i
COc1cc(NC(=O)c2cc3c(s2)-c2ccccc2OC3)cc(OC)c1OC | 5.6µM*
COc1ccc(-c2ccc3nc(-c4ccc(F)c(C)c4)oc3c2)c(OC)c1OC | 9%
Cn1c(=O)c(=O)n(C)c2cc(S(=O)(=O)CCC(=O)Nc3ccc(F)cc3)ccc21 | i
Cc1ccc([C@H]2CN(C(=O)CN3CCOC3=O)C[C@@H]2N)o1 | -11%
O=C(Cc1cccc(Cl)c1)NCc1ccnc2[nH]ccc12 | -12%[44.1 µM]
CC(C)(Oc1nn(CCN2CCOCC2)c2ccccc12)C(=O)NCCOc1ccccc1 | -13%
Cc1nn(-c2ccccc2)c2c1N(CCCC(=O)NCc1ccc(OC(C)C)cc1)C(=O)CS2 | 25%
Cc1ccc(CN2C[C@@H](CO)[C@H](NC(=O)c3cccnc3)C2)cc1 | i
Cc1nc(N2CCC(NC(=O)CCC3CCCC3)CC2)cc(C(F)(F)F)n1 | i
O=[S+]1([O-])NC2(CCN(Cc3ccsc3)CC2)COc2ccccc21 | -16%
C=CCc1c(C)nc2nc(SCC(=O)Nc3cccc(Cl)c3)nn2c1C | i
C=Cc1ccc(Cn2c(C(=O)O)c(CNCc3ccccc3)c3ccc(C)cc32)cc1 | 7.9µM*

Carrying on.
SMILES | Pf Dd2 inh
COc1ccc(C(=O)N2CCC(Cc3nc(-c4cnccn4)no3)CC2)cc1 | i
CN1CCN(CCNC(=O)c2ccc3c(c2)N(S(=O)(=O)c2ccccc2F)CC3)CC1 | ?
CCOc1ccccc1NC(=O)[C@H]1CCC[C@H]1NC(=O)c1ccc(OC)cc1 | ?
CN(C)c1nc2c(c(N3C[C@H]4CNC[C@@]4(C(=O)O)C3)n1)CCCC2 | 6%
Fc1ccccc1-c1noc(-c2nc(C3CC3)no2)n1 | -3%
O=C(Cc1ccc(F)cc1)N1CCC2(CC1)NC(=O)N(c1ccccc1)N2 | ?
CN(C)Cc1nnc(C2CC(NC(=O)c3ccccc3-c3ncn[nH]3)C2)n1C (stereo not drawn) | -4%
CCCc1cc(C(=O)N2CCOC(c3ccc(Cl)c(Cl)c3)C2)ccn1 (stereo not drawn) | -20%
COc1cc(OC)cc(C(=O)NCC(c2cccs2)S(=O)(=O)c2ccc(F)c(C)c2)c1 (stereo not drawn) | i
Cc1cccc(CC(=O)N2CCN(Cc3ccc(=O)n(C)c3)CC2)c1 | 36%[activator]
CCOc1ccccc1CN1CC[C@H](CNC(C)=O)[C@H](N(C)C)C1 | ?
Cc1nc(CC2CCN(C(=O)Cn3cccc(C(F)(F)F)c3=O)CC2)no1 | 4%
O=C(NCCc1ccc(Cl)cc1)C1CCCN(c2nc3ncccc3o2)C1 (stereo not drawn) | -12%
COc1ccc2oc(=O)c(-c3csc(-c4ccc(Br)cc4)n3)cc2c1 | 21%
CCc1ccc(-c2nc(CSCC(=O)NCc3ccccc3OC)c(C)o2)cc1 | -8%

Brought forward from above: 2 compounds; new compounds follow.
SMILES | Pf Dd2 inh
COc1ccc2oc(=O)c(-c3csc(-c4ccc(Br)cc4)n3)cc2c1 | 21%
CCc1ccc(-c2nc(CSCC(=O)NCc3ccccc3OC)c(C)o2)cc1 | -8%
CCN(CC)C(=O)[C@@H]1CCC[C@@H](NC(=O)c2ccc3c(c2)OCO3)CN(C)C(=O)C1 | 34%[activator][44.1 µM]
Cc1cc2oc(C(=O)Nc3sc4c(c3C(=O)NCc3ccco3)CCC4)cc(=O)c2cc1C | 17%
CCN(c1ccccc1)S(=O)(=O)c1ccc2[nH]cc(C(=O)NC3CCCCC3)c(=O)c2c1 | ?
CSc1cccc(NC(=O)COc2cccc(-c3nnc4n3CCCC4)c2)c1 | 11µM*
CN(C)c1ccc(CC(=O)N2CC[C@@](C)(O)[C@@H](O)C2)cc1 | ?
COc1ccccc1N1CCCc2ncc(C(=O)NCCc3ccccc3)cc21 | i
COc1ccccc1CNC(=O)c1cnc(SC)nc1C | 37%[activator]
COc1ccc(-c2nnc(SCc3cc(=O)c4cc(C)cc(C)c4[nH]3)n2C)cc1 | i
Cc1ccccc1C(=O)N1C(C(=O)NCC2CCCO2)COC12CCN(C(=O)c1cccs1)CC2 (stereo not drawn) | i
CCN(Cc1ccncc1)C(=O)CC(c1ccccc1)c1ccc2c(c1)OCO2 (stereo not drawn) | i
Cc1ccc2oc(N3CCCC4(CCC(=O)N(Cc5cccnc5)C4)C3)nc2c1 (stereo not drawn) | -8%
COc1ccccc1CN1C[C@@H]2C(=O)N(Cc3ccc4c(c3)OCO4)C(=O)[C@@H]2C1 | 12%
CC(=O)NCC(=O)N1Cc2ccccc2CC2(CCCN2CC2CCCC2)C1 (stereo not drawn) | ?
COCCn1c(SCC(=O)c2ccccc2)nc2cc(C(=O)NC3CCCC3)ccc2c1=O | -8%
COc1ccccc1Oc1c(CCC(=O)NCC(C)C)c(C)nn1-c1ccc(F)cc1 | ?

Going on with the list:
SMILES | Pf Dd2 inh
O=C(c1ccc(F)cc1F)N1CCC(Cc2nc(-c3cnccn3)no2)CC1 | 16%
O=C(c1ccncc1)N1CCC2(CC1)NC(=O)N(Cc1ccccc1Cl)C2=O | 18%
C=CCCC(CN1CCCOCC1)Oc1ccc(-c2ccccc2)nn1 (stereo not drawn) | 14µM*
COc1cc2c(C(=O)N3CCN(c4cccc(C)c4)C(C)C3)cn(CC(C)C)c(=O)c2cc1OC (stereo not drawn) | ?
Cc1cccc(CC(=O)N2CCC(c3n[nH]c(=O)n3Cc3ccc(F)cc3)CC2)c1 | -24%
CCOC(=O)C1CCC(CN(Cc2ccc(OC)cc2)S(=O)(=O)c2ccc(C)cc2)CC1 (stereo not drawn) | i
O=C(c1cc(F)ccc1Cl)N1C[C@@H](CO)[C@H](c2ccncc2)C1 | i
